Rin1 Abl inh: inhibitors of Rin1-Abl protein binding, primary screen, biochemical, TR-FRET; inhibition, % at 7.35 µM; 0.4% of 360,000 active; in the data active means inhibition above about 5%, passing the limit was not always enough
SKN-1 inh: suppressors of acrylamide-induced Pgst-4::GFP reporter in worms, primary screen, SKN-1 inhibitor project, whole organism, uHTS, GFP/RFP fluorescence ratio, strain VP596; C. elegans VP596 Pgst-4::GFP/RFP ratio, 24 h; 0.49% of 360,000 active; inhibition, % at 21.8 µM;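 active means interference check ratio from 0.5 to 1.5 plus GFP to RFP signal ratio inhibition reaching or exceeding a fixed threshold, cut at about 30% in these data, passing the limit was not always enough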; further: some compounds called inactive have numbers as strong as hits
PABP1 MLLE inh: inhibitors of PABP1 MLLE–PAM2 peptide binding, primary screen, biochemical, fluorescence polarization, FITC-PAM2, GST-MLLE; Polyadenylate-binding protein 1 (Homo sapiens), P11940; inhibition, % at 20 µM; 0.36% of 360,000 active; AID 588489, 2011; in the data active means inhibition above about 35%, passing the limit was not always enough;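 further: plate controls were DMSO wells with GST-MLLE for no effect and wells lacking GST-MLLE protein for full effect; some results filed as inactive read as strong as hits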
eLon inh: inhibitors of E. coli Lon protease, primary screen, biochemical, fluorescence polarization; P0A9M0; purified E. coli Lon protease; inhibition, % at 7.94 µM; 0.42% of 360,000 active; in the data active means inhibition above about 13%, passing the limit was not always enough;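 further: 0% = enzyme with probe and DMSO and 100% = no enzyme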
Target sequence (P0A9M0 whole entry, looked up): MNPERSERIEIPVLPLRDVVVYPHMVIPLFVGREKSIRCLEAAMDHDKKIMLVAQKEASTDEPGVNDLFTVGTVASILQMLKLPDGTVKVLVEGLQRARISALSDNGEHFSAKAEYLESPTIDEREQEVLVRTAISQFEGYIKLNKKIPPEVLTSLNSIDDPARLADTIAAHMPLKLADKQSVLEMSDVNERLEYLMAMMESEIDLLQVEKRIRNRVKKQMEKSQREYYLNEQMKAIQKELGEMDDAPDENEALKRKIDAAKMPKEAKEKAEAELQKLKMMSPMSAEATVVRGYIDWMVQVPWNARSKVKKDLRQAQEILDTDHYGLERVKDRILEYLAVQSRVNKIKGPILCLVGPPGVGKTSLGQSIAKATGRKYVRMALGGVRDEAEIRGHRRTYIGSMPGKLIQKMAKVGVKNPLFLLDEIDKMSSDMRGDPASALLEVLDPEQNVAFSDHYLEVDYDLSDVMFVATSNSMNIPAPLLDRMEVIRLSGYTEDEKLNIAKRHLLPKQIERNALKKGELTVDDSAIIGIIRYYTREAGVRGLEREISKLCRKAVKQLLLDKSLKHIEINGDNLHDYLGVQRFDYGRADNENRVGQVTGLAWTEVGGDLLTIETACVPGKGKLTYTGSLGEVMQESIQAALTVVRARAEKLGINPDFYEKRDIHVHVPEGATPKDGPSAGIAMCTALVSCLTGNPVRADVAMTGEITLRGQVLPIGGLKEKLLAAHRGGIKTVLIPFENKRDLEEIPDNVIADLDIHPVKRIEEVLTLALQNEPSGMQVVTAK
FAS-TE inh: FAS thioesterase domain inhibitors, primary screen, biochemical, fluorescence intensity, uHTS. AID 602261, 2012. recombinant FAS-TE, OMFH fluorogenic substrate, fluorescence endpoint. 0.67% of 360,000 active. Fatty acid synthase (Homo sapiens), P49327. inhibition, % at 15 µM;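 active means compounds whose normalised, plate-corrected inhibition of enzyme fluorescence in the single-dose primary screen is 50% or more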;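 further: 0% = DMSO with enzyme and 100% = substrate without enzyme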
Neddylation inh: inhibitors of cullin neddylation, primary screen, biochemical, TR-FRET, uHTS, NAE and Ubc12; NEDD8-conjugating enzyme Ubc12 (Homo sapiens) + NEDD8-activating enzyme E1 regulatory …; calls only at 25 µM; 0.58% of 360,000 active; AID 651699, 2012; in the data active means inhibition above about 36%
MT1-MMP act inh: blockers of MT1-MMP proenzyme processing, primary screen, HT1080 RFP-PRO-GFP cells, GFP/RFP fluorescence; Matrix metalloproteinase-14 (Homo sapiens), P50281; AID 651647, 2012; 0.061% of 360,000 active; GFP/RFP ratio fluorescence, overnight; percent of plate control window, DMSO zero; GFP/RFP ratio change, % at 20 µM;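 active means GFP/RFP ratio change of at least 30% with cell ATP level not reduced by more than half and red fluorescence within 50% of control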; further: strong numbers were not always called active
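Assay system: HT1080 RFP-PRO-GFP cells. Benchmarks: DMSO vehicle wells and RFP-L50D-GFP reporter cell wells. Times: overnight cell settling, then overnight compound exposure, 37 °C, 5% CO2. Compound: 20 µM single dose, 1% DMSO. Read-out basis: GFP/RFP fluorescence ratio.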
bovine MsrA act: bovine MsrA enzyme activators, primary screen, biochemical, absorbance, HTS; AID 602163, 2012; Methionine sulfoxide reductase A (Bos taurus); 0.3% of 360,000 active; activation, % at 10.6 µM; purified bovine MsrA, absorbance read-out; in the data active means activation above about 7.5%;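 further: 0% = vehicle and 100% = reference activator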
CendR NRP1 mod: modulators of CendR peptide binding to NRP-1, primary screen, biochemical, fluorescence polarization, uHTS; 0.85% of 360,000 active; inhibition, % at 25 µM; FAM-RPARPAR peptide binding to NRP-1; Neuropilin-1 (Homo sapiens), O14786;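 active means inhibition or corrected inhibition above about 18%, plus a signal ratio from 0.5 to 1.5, limit read from the data, passing the limit was not always enough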; further: strong numbers were not always called active
Active calls of the source: *; i = inactive; nt = not tested or not shown.

Every second line gives: Rin1 Abl inh	SKN-1 inh	PABP1 MLLE inh	eLon inh	FAS-TE inh	Neddylation inh	MT1-MMP act inh	bovine MsrA act	CendR NRP1 mod
CCCOc1ccc(N2C(=O)CC(NCCCN3CCC(C(N)=O)CC3)C2=O)cc1 (centres undefined)
→ 1	32	8	-15	-2	i	1	-1	2
CC(C)NC(=O)Cn1nnc(-c2cccc(NC(=O)c3ccccc3F)c2)n1
→ 3	-3	9	-6	-11	i	-5	-9	14
Cc1ccc(O)c(NC(=O)C2CCCCC2)c1
→ -1	6	-1	-8	-2	i	13	-2	-3
CC(=O)Nc1ccc(NC(=O)C(C)OC(=O)C2CCN(S(=O)(=O)c3ccccc3C(F)(F)F)CC2)cc1 (centres undefined)
→ -6	5	0	-5	-3	i	-1	-1	6
CCCC(=O)N(CCc1ccccc1)Cc1nc2ccccc2c(=O)[nH]1
→ 0	-7	-9	-2	0	i	-3	-2	-8
CN1C(=O)c2cccc3c(S(=O)(=O)Nc4ccc(O)c(C(=O)O)c4)ccc1c23
→ 0	3	0	3	-21	i	3	-2	-10
NS(=O)(=O)c1ccc(Sc2ccc3c(c2)CCC3)nc1
→ 0	5	0	-8	4	i	4	-2	-4
COc1ccccc1NC(=O)c1cc(C(=O)Nc2ccccc2OC)n(C)n1
→ 0	11	6	-3	18	i	7	-1	5
CCOC(=O)[C@H]1[C@H]2COc3ccc(Br)cc3[C@@H]2N2C(=O)CN(Cc3ccc(Cl)cc3)C(=O)[C@@]12C
→ 2	1	5	-1	32	i	-1	-2	18
O=C(CCC1CCCCC1)NNC(=O)NC12CC3CC(CC(C3)C1)C2
→ -2	11	-2	-3	13	i	6	4	6
O=C1CCCN1Cc1ncnn1-c1ccccc1
→ 3	29	13	5	-5	i	2	-1	12
Cc1cccc(NC(=O)C(C)Oc2ccc(C)nc2[N+](=O)[O-])c1 (centres undefined)
→ -2	-12	13	-7	1	i	4	-2	8
COc1ccc(CCNCC(=O)Nc2c(C)cc(C)cc2C)cc1OC
→ -3	2	10	-1	-1	i	-1	-2	-1
COc1cc(NC(=O)C/C(C)=N/NC(=O)C(=O)NCCO)c(OC)cc1Cl
→ -2	2	23	-1	-5	i	5	-3	1
Cc1ccc(N2C(=O)[C@@H]3C(c4cccnc4)=NO[C@@H]3C2=O)c(C)c1
→ 1	-6	2	2	-5	i	-1	-3	2
CCCC(=O)c1cc(F)c(N2CCN(C(=O)OCC)CC2)cc1C
→ 2	4	-5	-4	2	i	-1	-1	-2
CS(=O)(=O)N(CC(=O)N1CCN(c2ccccc2)CC1)c1ccc(Cl)c(C(F)(F)F)c1
→ -3	6	4	4	33	i	1	-4	1
O=C(/C=C/c1ccccc1)N/C(=C/c1ccccc1)C(=O)N1CCCCC1
→ 0	-4	5	-1	-3	i	-3	-5	-18
Cc1cccc(-c2nc(CS(=O)CC(=O)NCC3CCCO3)c(C)o2)c1 (centres undefined)
→ -2	4	18	5	-4	i	2	-2	1
Nc1ccc2nc3n(c(=O)c2c1)CCC3
→ -5	-5	0	-7	-13	nt	-3	-9	4
O=C(NCc1ccc2c(c1)OCO2)c1cccs1
→ -1	-11	4	11	-6	i	-4	-2	-5
O=C(CN1CCC(C(=O)c2cccc(Cl)c2)CC1)Nc1ccc(C(=O)O)cc1
→ 2	2	-16	-1	0	i	2	-16	-3
CC(=O)c1sc(NC(=O)c2ccc(F)cc2)nc1-c1ccccc1
→ -1	-2	-6	5	-3	i	-4	-3	2
O=C1N(Cc2cccc(Cl)c2)C[C@@H]2C[C@@H](c3cccn3-c3ccccn3)N3CCC[C@@]123
→ -4	12	-6	-2	-3	i	-3	1	-13
O=C(Cn1nc(-c2ccccc2)nc1-c1ccccc1)OC1CCCCC1
→ 1	3	-2	-4	30	i	-7	-1	-21
CCOc1ccc(NS(=O)(=O)c2ccc(C(=O)N(C)Cc3cccc(OC)c3OC)cc2)cc1
→ -1	19	7	-1	10	i	-3	-2	7
c1ccc(N2CCN(Cc3cn4ccccc4n3)CC2)cc1
→ -1	-6	-2	-8	-3	i	1	0	-4
COc1ccc(N2CCN(C3CCCN(C(=O)CN4CCCC4=O)C3)CC2)cc1 (centres undefined)
→ 1	-2	-7	-6	-6	i	0	-5	-3
CCN=C1SC(CC(=O)NC(N)=O)C(=O)N1CC (centres undefined)
→ -4	13	-14	3	-9	i	-1	-2	-2
Cc1cc(NS(=O)(=O)c2ccc(CC(C)C)cc2)no1
→ 1	6	0	-7	-7	i	4	-2	7

Molecules shown so far containing a COOH group:
Every second line gives: Rin1 Abl inh	SKN-1 inh	PABP1 MLLE inh	eLon inh	FAS-TE inh	Neddylation inh	MT1-MMP act inh	bovine MsrA act	CendR NRP1 mod
CN1C(=O)c2cccc3c(S(=O)(=O)Nc4ccc(O)c(C(=O)O)c4)ccc1c23
→ 0	3	0	3	-21	i	3	-2	-10
O=C(CN1CCC(C(=O)c2cccc(Cl)c2)CC1)Nc1ccc(C(=O)O)cc1
→ 2	2	-16	-1	0	i	2	-16	-3

(list continues)
Every second line gives: Rin1 Abl inh	SKN-1 inh	PABP1 MLLE inh	eLon inh	FAS-TE inh	Neddylation inh	MT1-MMP act inh	bovine MsrA act	CendR NRP1 mod
C(=N\c1nc2ccccc2n1Cc1ccccc1)/c1cccs1
→ 1	9	-5	-2	1	i	5	-3	2
CN(CCOc1ccccc1)C(=O)c1cc([N+](=O)[O-])cc([N+](=O)[O-])c1
→ 0	-9	-14	-13	35	i	2	1	6
COc1ccc(-n2c(C)cc(C(=O)Cn3c(NCCO)nc4ccccc43)c2C)cc1
→ 3	74	0	-6	-4	i	-2	-2	-12
O=C(NCCc1c[nH]c2ccccc12)c1ccc2c(c1)OCO2
→ 2	11	-4	-5	-2	i	-1	-2	1
CSCCC(C(=O)NC(C)(C)C)n1c(-c2cccc(NC(C)=O)c2)nc2ccccc21 (centres undefined)
→ nt	-1	nt	nt	nt	i	-3	nt	-8
COc1ccccc1NS(=O)(=O)c1cc(N)ccc1N1CCCC1
→ 3	1	19	0	5	i	6	-2	11
N=c1n(CCCOc2ccccc2Cl)c2ccccc2n1CC(N)=O
→ -2	-4	2	2	-6	i	-3	-6	-2
N#Cc1ccc(C23CC4(C2)[C@H](CN(P(=O)(c2ccccc2)c2ccccc2)[C@@H]4c2ccccc2)C3c2ccc(Cl)nc2)cc1 (some centres undefined)
→ 3	4	2	-9	72*	i	-13	1	-16
FC(F)(F)c1cccc(NC(=S)NCc2ccccn2)c1
→ -1	6	21	5	-4	i	2	-2	-2
CCOC(=O)C1CCCN(C(=O)/C=C/c2ccc([N+](=O)[O-])cc2)C1 (centres undefined)
→ -5	-10	-1	1	20	i	-7	-4	0
COc1cccc(CN(C)C(=O)c2ccc(NS(=O)(=O)c3ccc(F)cc3)cc2)c1OC
→ -4	-6	7	-12	-3	i	-6	-1	4
Clc1ccc2nc(CN3CCCCCC3)cn2c1
→ 0	-5	-1	-1	-13	i	0	-14	1
CC1=C(C(=O)Nc2ccccc2)C(c2ccc(C)cc2)N=C(Nc2nc3ccccc3o2)N1 (centres undefined)
→ -3	-12	0	-4	1	nt	-4	-1	8
COC(=O)COc1ccc(C(=O)Cn2c(NCCCO)nc3ccccc32)cc1
→ 3	-16	-8	0	-4	i	-1	1	-2
O=C(C1CCCCC1)N1CCN=C1SCc1cccc([N+](=O)[O-])c1
→ -4	-16	10	-4	32	i	-2	-8	-3
O=C(Nc1ccccn1)c1cccc(S(=O)(=O)N2CCCCC2)c1
→ 1	20	-7	-5	-1	i	5	-6	4
COc1cccc(CNc2nc(NCC3CC3)nc3ccsc23)c1
→ 4	5	5	15	0	i	9	-10	-4
CC1(C)N=C(SCC(=O)Nc2ccc(Cl)cc2)C(c2ccc(Cl)cc2)=N1
→ -5	-25	17	5	11	i	1	0	1
c1ccc(C(c2c[nH]c3ccccc23)c2c[nH]c3ccccc23)nc1
→ -1	-1	5	-6	13	i	-2	-6	13
CC(Nc1nc(-c2ccncc2)nc2ccccc12)c1ccccc1 (centres undefined)
→ -4	16	16	-4	10	i	-7	-4	10
CC(=O)CC(C)(C)Nc1nc2cc([N+](=O)[O-])ccc2o1
→ -1	3	6	1	-4	i	2	-1	-1
O=C(N/N=C/c1ccc(Cl)c([N+](=O)[O-])c1)C1CC1
→ -1	10	2	-11	5	i	-1	-5	5
CCOc1ccc(C(=O)NCC(=O)OCCN2C(=O)c3ccccc3C2=O)cc1OCC
→ 0	14	-7	3	-4	i	-1	-3	7
Cc1cccc(-n2ncc3c2CCCC3NC(=O)Cn2cccn2)c1C (centres undefined)
→ 1	-3	2	2	-5	i	2	-3	7
CN(C)Cc1csc(NC(=O)Nc2cccc(C(F)(F)F)c2)n1
→ 1	1	1	1	-8	i	3	0	-13
Fc1ccc(-c2nnc(-c3ccc(F)cc3)o2)cc1
→ 0	39*	-2	-8	-1	i	-1	-5	-6
CC(C)(C)NC(=O)C[C@H]1C[C@H](C(=O)N2CCCCC2)[C@@]2(CCc3ccccc3)c3[nH]c4cc(-c5ccco5)ccc4c3CCN2C1=O
→ -3	14	-87	2	21	nt	-30	1	-75
Cc1nc(NS(=O)(=O)c2ccc(Cl)s2)c2c3c(sc2n1)CCCC3
→ 0	-1	-7	-14	5	i	0	-4	-20
Cc1cc(C)c(S(=O)(=O)N2CCN(C(=O)N3CCCCC3)CC2)c(C)c1
→ -1	-6	-12	-3	5	i	0	-9	0
O=C1OCC(CO)(CO)N=C1NNc1cc(Cl)ccc1Cl
→ 4	-11	1	-10	-6	i	0	-7	4
COc1cccc(C2(CSc3nnc(-c4cc(OC)c(OC)c(OC)c4)o3)OCCO2)c1
→ 3	7	-7	-3	14	i	5	1	2
C(=C\c1ccc2ccccc2n1)/c1ccccc1
→ -5	84*	3	-10	19	i	4	-3	1
CCOC(=O)N1CCN(c2ncnc3scc(-c4ccc(Cl)cc4)c23)CC1
→ 0	0	-13	-1	25	i	-2	-9	-8
COc1cccc(NC(=S)N(CCN(C)C)C(C)c2ccncc2)c1 (centres undefined)
→ 2	-9	33	6	-6	i	-1	-9	11
CCN1CCN(S(=O)(=O)c2ccc3c(c2)OCCO3)CC1
→ 1	-48	-4	-2	-2	i	0	-12	-3
Cc1cc(C)cc(Cn2c(C)c(C(=O)N(C)Cc3ccc(F)cc3)sc2=O)c1
→ -1	-18	2	0	16	i	2	-4	-4
O=C(O)c1ccc2c(c1)C(=O)N(Cc1ccc3c(c1)OCO3)C2=O
→ -2	-7	2	-9	-3	i	-1	-2	-3
CSc1cccc(NC(=O)C(=O)NCc2ccccc2)c1
→ -2	-4	-2	1	-4	i	4	-6	11
O=C(O)C1CCCCC1C(=O)Nc1nc(-c2ccc(Cl)s2)cs1 (centres undefined)
→ 0	-12	26	-1	-1	i	-2	-16	-4
CCn1c(SCC(=O)c2ccc(C)cc2)nnc1-c1ccoc1C
→ -4	1	0	-3	0	i	-2	-2	-3
O=C(/C=C/c1ccco1)Nc1ccc2c(c1)OCCO2
→ -8	3	0	0	-4	i	3	-5	-6
Cc1oc(-c2ccccc2)nc1C(=O)OCC(=O)NCc1ccc(Cl)cc1
→ 0	7	-8	-5	4	i	-7	-1	-8
CCCN(CC(=O)Nc1ccccc1C)C(=O)C1CCN(S(=O)(=O)c2ccc3c(c2)OCCO3)CC1
→ 3	2	-4	-12	-1	i	4	-4	-5
